High-throughput results as filed in PubChem BioAssay.
PNC assembly inh: inhibitors of perinucleolar compartment assembly. PC3M PTB-GFP, PNC prevalence imaging, 16 h; hits give low values. activity change (PNC), negative = inhibition, % at 10 µM. hit rate 3.1% among 140,000. AID 2417;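 active = readout at or below -70, meaning at least 70% loss of cells showing the perinucleolar compartment, a nuclear body marking cancer cells; inconclusive = readout between -30 and a set limit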;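 also: plate controls were DMSO wells for no effect and camptothecin positive control wells for full effect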
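Compounds are pinned in duplicate onto adhered PC3M cells stably expressing GFP-tagged PTB and incubated 16 h at 37 C. Cells are then fixed, nuclei stained with Hoechst, and PNC-positive cells counted.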
12-hLO inh: 12-hLO (ALOX12) enzyme inhibition. P18054. AID 1452. Potency, µM (titrated, usually from 57.1 µM), without a hit: at the highest dose activity change, negative = inhibition, usual class: inhibitors. purified 12-hLO, xylenol orange hydroperoxide absorbance. hit rate 0.12% among 150,000; also: potency is read from the fitted curve at half-maximal effect; nearly all actives have a fitted effect of over 55% in size; many of its hits are not listed in these tables
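Purified human 12hLO (150 nM), preincubated 15 min with compound, then 40 uM arachidonic acid for 30 min, room temperature, Hepes pH 7.0 with 0.01% Triton X-100. Hydroperoxide detected by ferrous iron/xylenol orange; 573/405 nm absorbance ratio gives reaction progress.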
15-hLO-2 inh: 15-hLO-2 (ALOX15B) enzyme inhibition | purified 15hLO-2, xylenol orange hydroperoxide absorbance | AID 881 | Potency, µM (doses to about 57.1 µM), inactives show at the top dose activity change, negative = inhibition, actives largely listed as inhibitors | hit rate 0.56% among 110,000; also: potency is read from the fitted curve at half-maximal effect; nearly all actives have a fitted effect of over 60% in size; many of its hits are not listed in these tables
Target sequence (O15296 whole entry, looked up): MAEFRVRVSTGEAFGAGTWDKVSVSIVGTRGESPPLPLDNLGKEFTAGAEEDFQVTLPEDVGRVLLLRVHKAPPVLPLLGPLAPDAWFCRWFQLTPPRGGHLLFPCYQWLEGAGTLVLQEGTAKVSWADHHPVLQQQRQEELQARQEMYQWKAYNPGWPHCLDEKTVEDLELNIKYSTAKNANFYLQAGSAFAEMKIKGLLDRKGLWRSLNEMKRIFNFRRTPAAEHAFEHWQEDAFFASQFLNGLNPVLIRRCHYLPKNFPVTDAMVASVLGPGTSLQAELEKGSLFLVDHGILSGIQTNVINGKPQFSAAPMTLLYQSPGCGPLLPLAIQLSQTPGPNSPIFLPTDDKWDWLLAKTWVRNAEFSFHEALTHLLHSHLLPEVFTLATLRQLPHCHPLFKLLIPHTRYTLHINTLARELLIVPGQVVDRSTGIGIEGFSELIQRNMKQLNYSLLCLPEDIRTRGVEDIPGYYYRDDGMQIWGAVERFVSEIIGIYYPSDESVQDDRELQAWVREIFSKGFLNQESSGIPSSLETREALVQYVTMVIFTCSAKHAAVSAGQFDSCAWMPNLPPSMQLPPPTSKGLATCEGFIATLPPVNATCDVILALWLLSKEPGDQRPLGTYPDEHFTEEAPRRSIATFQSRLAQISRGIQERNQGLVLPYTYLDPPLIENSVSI
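Purified human 15hLO-2 (50 nM) preincubated 15 min with compound, then 45 uM arachidonic acid for 90 min at RT in 25 mM Hepes pH 7.5, 0.01% Triton X-100. Hydroperoxide detected by Fe-xylenol orange; 573/405 nm absorbance ratio.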
IMPase cell inh: membrane-permeable compound that blocks inositol monophosphatase | inhibition (IP1 accumulation), % at 46.1 µM | P97697 | CHO-M1 cells, IP1 accumulation, HTRF TR-FRET ratio | 120,000 tested, under 10 active | AID 901; active = well fitted curve in the direction sought with a large enough effect in the signal ratio, not every such curve was filed as active; inconclusive = small, poorly fitted or top-dose-only effect, or a change in a side signal; inactive = no such curve, though single readings can be large or run the other way; the % refers to the signal ratio;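 also: cells stimulated with carbachol in lithium chloride buffer; plate controls were DMSO basal wells for no effect and reference inhibitor wells for full effect; higher means more IMPase inhibition seen as more IP1 and lower FRET ratio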
Target sequence (P97697 whole entry, looked up): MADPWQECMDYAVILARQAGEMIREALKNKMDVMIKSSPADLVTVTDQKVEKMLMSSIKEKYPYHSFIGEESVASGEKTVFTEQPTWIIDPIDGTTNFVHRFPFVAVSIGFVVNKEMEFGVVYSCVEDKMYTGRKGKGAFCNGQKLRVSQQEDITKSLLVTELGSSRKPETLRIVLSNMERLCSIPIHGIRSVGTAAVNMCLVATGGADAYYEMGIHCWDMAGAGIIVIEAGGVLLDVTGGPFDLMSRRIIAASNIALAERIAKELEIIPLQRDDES
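Measured: the HTRF emission ratio (665/620 nm) plus the 620 nm donor channel, each fitted to the Hill equation to give AC50. Cells were CHO-M1 given compounds up to 46 uM and a 30 min carbachol stimulation at 37C.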
Starred values were filed as active, the others as inactive; ? = inconclusive; . = not tested or not shown; [ ] = dose if it differs, or a comment. Unless noted, calls follow the shape of the dose curve; as a rule, active = well fitted curve in the direction sought with a large enough effect; inconclusive = small, poorly fitted or top-dose-only effect, or another doubt; inactive = no such curve, though single readings can be large; an effect the other way counts as inactive or inconclusive. Unless noted, % is scaled to controls: 0 for no effect and ±100 for the full control effect. Some of the compounds tested; rates above refer to the full screens.

SMILES | PNC assembly inh | 12-hLO inh | 15-hLO-2 inh | IMPase cell inh
COc1cc(C(=O)N2CCC(NC(=O)C(Cc3ccc(C(C)C)cc3)NC(C)=O)CC2)cc(OC)c1OC (stereo not given) | 6 | -2% | 7% | 1
Cc1ccc(S(=O)(=O)CC(=O)c2ccc(C)c([N+](=O)[O-])c2)cc1 | -28 | 1% | 1%[11.4 µM] | 3[1.84 µM]
CCOc1ccc2c(c1)c1nnc(SCC3CCCO3)nc1n2C (stereo not given) | 11 | -7% | -1% | 6
COc1c(Cl)cc(-c2noc(C)c2C(=O)NCCc2ccc(C)cc2)cc1Cl | 23 | -3% | 1% | 14
Cn1cccc1Cc1nnc(SCC(=O)NCc2ccccc2Cl)n1-c1ccc(F)cc1 | 56 | -7% | -6% | 5
Cc1cc(C)cc(N(CC(=O)NCc2ccco2)C(=O)c2snc(C(N)=O)c2N)c1 | 20 | -10% | . | 14
O=C(CSc1cccc2cccnc12)N1CCCC1 | -14 | -3% | 2% | 1
Cc1cccc(NC(=O)CN2C(=O)COc3ccc(Cl)cc32)c1 | ? | -1% | -5% | 5
COCCN(C(=O)CSc1nnc2cc(C)c3ccccc3n12)c1c(N)n(Cc2ccccc2)c(=O)[nH]c1=O | -4 | 1% | . | .
CN(C)CCN(Cc1ccc(Cl)cc1)c1ccccn1 | 15 | 16% | 31%[activator][25.6 µM] | 4[20.6 µM]
CCOC(=O)C1CCN(S(=O)(=O)c2c(C)n(C)c(=O)n(C)c2=O)CC1 | ? | -4% | -1% | 3
COc1ccc(NC(=O)c2ccc3snnc3c2)cc1 | 272 | 7% | . | 0
Cc1ccc(Cn2c(S(=O)(=O)O)nc3ccccc32)cc1 | 1 | -4% | -6% | -2
CC(C)(C)c1ccc(/C=N/Nc2ccc(C(=O)O)cc2)cc1 | 23 | 1% | . | .
CC1CCCCC1NC(=O)CSc1nnc(N)s1 (stereo not given) | -6 | 3% | -2% | 12
COc1cc([N+](=O)[O-])ccc1NC(=O)CC1SC(=Nc2ccc(F)cc2)N(CCC2=CCCCC2)C1=O (stereo not given) | ? | 1% | . | -4
O=C(CCN1C(=O)COc2ccccc21)N1CCCCC1 | -13 | 1% | 3% | 2
O=C(NCC1CCCO1)C1CCCN(c2ncccn2)C1 (stereo not given) | 17 | 0% | -5% | 5
CN1CCN(Cc2cc(Cl)c3cccnc3c2OC(=O)c2cccs2)CC1 | -9 | -7% | . | .
CC1CCCC(NC(=O)CSc2nnc(N)s2)C1C (stereo not given) | 2 | -3% | 4% | 2
CC(=O)C1=C(C)NC(SCC(=O)c2ccccc2)=C(C#N)C1c1ccco1 (stereo not given) | 11 | -18% | -22% | 5
O=C(Nc1ccc(F)cc1)N(Cc1nnc2n1CCCCC2)c1ccccc1 | 9 | 0% | 4% | 0
Cc1ccc(NC(=S)N2CCN(c3ncccn3)CC2)cc1C | -14 | -2% | . | -14
O=C(Oc1oc(-c2ccco2)nc1C=Nc1ccccc1)c1ccco1 | ? | -7% | -6% | -4
CC12CCC3c4ccc(OCc5ccccc5)cc4CCC3C1CC(O)C2O (stereo not given) | . | -1% | 0% | .

The final 4 entries of the part before come first, to join the parts.
SMILES | PNC assembly inh | 12-hLO inh | 15-hLO-2 inh | IMPase cell inh
O=C(Nc1ccc(F)cc1)N(Cc1nnc2n1CCCCC2)c1ccccc1 | 9 | 0% | 4% | 0
Cc1ccc(NC(=S)N2CCN(c3ncccn3)CC2)cc1C | -14 | -2% | . | -14
O=C(Oc1oc(-c2ccco2)nc1C=Nc1ccccc1)c1ccco1 | ? | -7% | -6% | -4
CC12CCC3c4ccc(OCc5ccccc5)cc4CCC3C1CC(O)C2O (stereo not given) | . | -1% | 0% | .
CCCCOc1ccc(C2=NNC(=O)CC2)cc1 | 45 | -1% | . | .
COC(=O)[C@@]1(Cc2ccccc2)[C@H]2c3cc(C(=O)N4CCCC4)n(CC4CC4)c3C[C@H]2CN1C(=O)c1ccccc1 | . | -3% | 3% | .
COc1ccc(-c2c(C(C)=O)c(C)nc3sc4c(c23)NC(c2ccccc2)NC4=O)cc1 (stereo not given) | 26 | 11% | 2% | ?
Cc1ccc2c(c1)nnn2C1CCN(S(=O)(=O)c2ccc(C(=O)N(C)C3CCCCC3)cc2)CC1 | -12 | -1% | 4% | -2
CCCCCCC(=O)Nc1nc(C)c(-c2csc(Nc3ccccc3OC)n2)s1 | ? | -17% | 20% | 0
COc1cc(S(=O)(=O)Nc2ccc(C)cc2)ccc1N=Cc1c(C)[nH]n(-c2ccccc2)c1=O | 61 | 0% | . | .
N#Cc1ccccc1NC(=O)COc1c(Br)cc(Br)c2cccnc12 | ? | -9% | . | .
Clc1cccc(-c2nn3c(COc4ccccc4)nnc3s2)c1 | -1 | 3% | 3% | -8
O=[N+]([O-])c1ccc(NCCNc2ccc(Cl)nn2)cc1 | 58 | -5% | -18% | 4
O=C(c1ccco1)n1c(=S)nc2ccccn21 | -13 | -4% | 2% | 2
CC(=O)Nc1ccc(C2Nc3ccccc3C(=O)N2C2CCCCC2)cc1 (stereo not given) | -15 | -6% | 3% | -6
C[N+](C)(C)c1ccc(/C=N/Nc2nc(Cl)c(C#N)c(Cl)c2Cl)cc1 | ? | 0% | . | 10
COC(=O)c1c(F)c(F)c(N2CCOCC2)c(F)c1F | ? | 0% | 10% | 5
CCN(CC)Cc1c(CC(C)C)oc(C)c1C(=O)O | -11 | -1% | -1% | -5
Cc1nc2ccccc2nc1SCC(=O)N1CCC(C)CC1 | 18 | 4% | 3% | ?
C[C@H](NS(=O)(=O)c1ccc(Cl)cc1)C(=O)OCC(=O)NC(=O)Nc1ccc2c(c1)OCCO2 | 65 | -9% | . | .
COc1ccc(Cl)cc1NC(=O)Cc1c(F)cccc1Cl | 57 | -1% | . | .
CN1/C(=C\C=N\NC(=O)c2ccccc2Br)C(C)(C)c2ccccc21 | -9 | -3% | . | .
Cc1cccc(-n2c(SCC(=O)NCc3ccc4c(c3)OCO4)nc3ccccc3c2=O)c1 | -15 | -5% | . | .
CCN(CC(=O)NCc1ccccn1)S(=O)(=O)c1ccc(Cl)cc1 | ? | 0% | -9% | -10
COc1ccccc1CNC(=O)C/C(C)=N/NC(=O)COc1ccc(C)cc1Br | 3 | -4% | . | .
CCCCC(CC)C(=O)NCC(C)NC(=O)C(CC)CCCC (stereo not given) | -24 | 1% | . | .
CC(C)(C)C1CCC(=NNC(=O)CN(c2ccccc2)S(=O)(=O)c2ccccc2[N+](=O)[O-])CC1 (stereo not given) | 26 | 2% | . | .
COC(=O)c1ccc(COc2ccc(C3C4=C(CCCC4=O)Nc4onc(C)c43)cc2)cc1 (stereo not given) | 2 | -7% | 4%[2.29 µM] | 3
CCCCNC(=S)N(C)/N=C/c1ccccc1C(=O)O | 20 | 4% | -9% | 7
New compounds follow:
SMILES | PNC assembly inh | 12-hLO inh | 15-hLO-2 inh | IMPase cell inh
COc1cc(OC)cc(C(=O)Nc2ccccc2NC(C)=O)c1 | 24 | -5% | 0% | 5
Cc1cnc(NC(=O)CSc2c(Cl)cccc2Cl)s1 | 79 | -4% | 3% | -1
O=C(CSc1ccc2nnc(-c3cccnc3)n2n1)NCC1CCCO1 (stereo not given) | 6 | -1% | . | -10
CC1(C)CC(=O)C2=C(C1)NC(=O)CC2c1cc2c(cc1Br)OCO2 (stereo not given) | 9 | -5% | 10% | 1
C=CCc1ccc(OC)c(OC)c1 | . | 1% | 0% | .
COc1ccc2[nH]c(=O)c(CN(C(=O)c3ccccn3)C3CCCCC3)cc2c1 | 1 | -4% | -10% | -5
CCOC(=O)c1sc(NC(=O)c2ccc(Br)o2)cc1C | -6 | 1% | 0% | -3
O=C1CC(O)(c2ccccc2)C(c2ccccc2)=C1c1ccccc1 (stereo not given) | ? | -3% | . | 9
COc1ccc(NS(=O)(=O)CC23CCC(CC2=O)C3(C)C)cc1 (stereo not given) | -21 | 0% | -2% | 7
CC1(C)C/C(=N\O)c2cc3c(nc2C1)CCCC3 | 33 | -1% | 5% | -12
COc1ccc(NC2CC(=O)N(CCc3ccccc3)C2=O)cc1 (stereo not given) | -28 | -4% | . | 0[0.0738 µM]
COc1cc(C2C(C(=O)c3ccc(C)o3)=C(O)C(=O)N2c2cc(C)on2)cc(OC)c1OC (stereo not given) | -4 | -3% | -21% | 4
O=C(Cc1ccccc1)n1nc(-c2ccco2)nc1SCc1ccccc1 | ? | 1% | -4% | 5
CC1CC2C3CCC4=CC(=O)C=C[C@@]4(C)[C@]3(F)C(O)C[C@]2(C)[C@]1(O)C(=O)COP(=O)(O)O (stereo not given in full) | . | 1% | -7% | .
Cc1cc(C)c(NC(=O)CCCN2CCOCC2)c(C)c1 | 34 | -3% | 4% | -9
O=C(Nc1ncnc2sc3c(c12)CCCCC3)c1ccco1 | -124* | 2% | 1% | 10
CCOc1cc(C)c(C(C)C)cc1S(=O)(=O)n1ccc(C)n1 | -17 | -5% | 4% | -5
c1ccc(-n2nnnc2NCCCN2CCOCC2)cc1 | -6 | -1% | 0% | -3
CC(C)(C)C(=O)Nc1ccc(C(=O)NNC(=O)Cc2ccccc2)cc1 | -3 | 1% | 1% | 6
C[C@@H]1[C@H](C)CC[C@@]2(C(=O)O)CC[C@]3(C)C(=CC[C@H]4[C@@]5(C)CC[C@@H](O)C(C)(C)[C@@H]5CC[C@@]43C)[C@@H]12 | . | -3%[25.6 µM] | 0%[25.6 µM] | -4[20.6 µM]
CCOc1ccc(CCNC(=O)C2CCCN(c3nn4c(=O)cc(C)nc4s3)C2)cc1 (stereo not given) | 26 | 1% | -2% | -8
Cn1c(-c2ccccc2O)cc2ccccc21 | 67 | -11% | . | -4
COc1cc(SC)ccc1C(=O)NCCOc1ccc(Cl)cc1 | 11 | -1% | . | ?
CCS(=O)(=O)NCCCCc1ccccc1 | -15 | -1% | 1% | 3
Cc1ccc2[nH]c(=O)c(CN(Cc3ccc4c(c3)OCO4)Cc3nnnn3C3CCCC3)cc2c1 | -23 | -18% | 13% | 16
Going on with the list.
SMILES | PNC assembly inh | 12-hLO inh | 15-hLO-2 inh | IMPase cell inh
CC(C)C(=O)N(c1ccc(F)cc1)C1C=CS(=O)(=O)C1 (stereo not given) | -2 | -3% | -3% | -1
Cc1cc(C(=O)Nc2cccnc2)no1 | 93 | -2% | . | -6
CNc1nc(SC)nc(N2CCOCC2)n1 | -21 | 2% | 7% | -7
CCOC(=O)c1c(NC(=O)CCCN2CCOCC2)sc2c1CC(C)(C)OC2 | 42 | -3% | -3% | 5
O=C(NC1CCS(=O)(=O)C1)Oc1ccc(Cl)cc1 (stereo not given) | 65 | 6% | 3% | -6
Cc1cccnc1NC(=O)COc1ccc2oc3c(c2c1)CCCC3 | 28 | 1% | . | 12
CSc1ccc(S(=O)(=O)Nc2ccc(N3CCOCC3)c(Cl)c2)cc1 | -5 | -15% | -4% | 1
CCC(CO)NC1=C([N+](=O)[O-])C(=O)CC(C)(C)C1 (stereo not given) | ? | 3% | . | 4
O=C(NCc1cccnc1)c1ccc(CS(=O)(=O)Cc2ccc(Cl)cc2)o1 | 35 | 0% | 0% | 0
c1ccc(-c2nnc(CSc3nnc(-c4cccs4)o3)o2)cc1 | 24 | 3% | -9% | -7

Results in PNC assembly inh (six entries from above):
SMILES | PNC assembly inh
O=C(NCc1cccnc1)c1ccc(CS(=O)(=O)Cc2ccc(Cl)cc2)o1 | 35
Cc1cc(C(=O)Nc2cccnc2)no1 | 93
CNc1nc(SC)nc(N2CCOCC2)n1 | -21
CCOC(=O)c1c(NC(=O)CCCN2CCOCC2)sc2c1CC(C)(C)OC2 | 42
CC(C)C(=O)N(c1ccc(F)cc1)C1C=CS(=O)(=O)C1 (stereo not given) | -2
CSc1ccc(S(=O)(=O)Nc2ccc(N3CCOCC3)c(Cl)c2)cc1 | -5
